# EZH2 inh = EZH2/PRC2 methyltransferase inhibitors, primary screen, biochemical, DELFIA time-resolved fluorescence, single point. PRC2 H3K27 methylation, DELFIA TRF, 1 h. inhibition, % at 12.5 µM. 57,000 compounds, 0.35% hits. AID 651548, 2012;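 active = mean inhibition of replicates at least 50% and every single replicate also reaching 50%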;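 note: dimethyl H3K27 on biotinylated H3 21-44 peptide detected by antibody; plate controls were median neutral control wells for no effect and median positive control wells for full effect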
# IDH1 mut inh = inhibitors of IDH1 R132H reductase, primary screen, biochemical, plate reader, single point | 70,000 compounds, 0.18% hits | inhibition, % at 10 µM | diaphorase/resazurin fluorescence, 60 min | Isocitrate dehydrogenase [NADP] cytoplasmic (Homo sapiens), O75874; in the data active = inhibition above about 34%;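 note: 0% = DMSO and 100% = no enzyme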
# Target sequence (O75874 whole entry R132H): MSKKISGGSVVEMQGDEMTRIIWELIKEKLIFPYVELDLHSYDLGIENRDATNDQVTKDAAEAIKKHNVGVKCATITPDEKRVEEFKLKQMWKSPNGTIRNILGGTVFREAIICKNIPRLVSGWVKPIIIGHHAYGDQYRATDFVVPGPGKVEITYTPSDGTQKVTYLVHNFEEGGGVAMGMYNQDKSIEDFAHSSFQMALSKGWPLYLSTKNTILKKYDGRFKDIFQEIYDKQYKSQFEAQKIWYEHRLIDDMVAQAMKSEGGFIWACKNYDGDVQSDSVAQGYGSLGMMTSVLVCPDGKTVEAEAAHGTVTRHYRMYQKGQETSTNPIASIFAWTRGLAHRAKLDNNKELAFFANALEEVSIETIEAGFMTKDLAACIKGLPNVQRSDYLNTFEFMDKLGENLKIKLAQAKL
# Active calls of the source: *; x = no result given; & = joins results of further samples. Some of the compounds tested; count on the stated rates, not on these rows.
no.	compound	EZH2 inh	IDH1 mut inh
1	CCNC(=O)C[C@@H]1C=C[C@@H](NC(=O)C2CCC2)[C@@H](CO)O1	13.8	-0.6
2	C[C@@H]1CN([C@H](C)CO)C(=O)c2cc(NC(=O)C3CCCCC3)ccc2O[C@@H](C)CCCCO[C@@H]1CN(C)C(=O)NC1CCCCC1	x	0.8
3	C[C@H]1CCCCO[C@H](CN(C)Cc2ccc3c(c2)OCO3)[C@@H](C)CN([C@@H](C)CO)C(=O)c2cc(NS(C)(=O)=O)ccc2O1	4.3	3.9
4	COCC(=O)Nc1ccc2c(c1)C(=O)N(C)C[C@H](OC)[C@H](C)CN(Cc1ccncc1)[C@@H](C)CO2	17.3	-0.3
5	COc1ccc(S(=O)(=O)N(C)C[C@@H]2Oc3cc(C#CC4CCCCC4)ccc3S(=O)(=O)N([C@H](C)CO)C[C@@H]2C)cc1	-15.8	x
6	Cc1ccc(S(=O)(=O)Nc2ccc3c(c2)C(=O)N([C@H](C)CO)C[C@H](C)[C@@H](CN(C)Cc2ccc(C(=O)O)cc2)O3)cc1	x	1.2
7	COc1cccc(OCc2nc(-c3ccc(OC)c(OC)c3)no2)c1	21.5	0.5
8	C[C@H](CO)N1C[C@H](C)[C@@H](CN(C)Cc2ccncc2)Oc2ccc(NC(=O)Nc3ccc4c(c3)OCO4)cc2CC1=O	-10.2	7.3
9	C[C@H](CO)N1C[C@H](C)[C@H](CN(C)S(=O)(=O)c2ccccc2)Oc2ccc(NC(=O)c3ccncc3)cc2CC1=O	x	-0.2
10	CNC[C@H]1OCc2cn(nn2)CCCC(=O)N([C@H](C)CO)C[C@@H]1C	1.3	0.1
11	C[C@@H](NC(=O)C[C@@H]1CC[C@H](NC(=O)CN2CCOCC2)[C@@H](CO)O1)c1ccccc1	-0.7	0.3
12	COc1ccc(NC(=O)Nc2ccc3c(c2)C(=O)N([C@H](C)CO)C[C@H](C)[C@H](CN(C)S(=O)(=O)c2ccc(Cl)cc2)OCCCC[C@@H](C)O3)cc1	x	0.0
13	C/C=C/c1cnc2c(c1)C(=O)N([C@H](C)CO)C[C@@H](C)[C@H](CN(C)S(=O)(=O)c1ccc(C)cc1)O2	0.5	x
14	COc1ccc(CN(C)C[C@@H]2Oc3ccc(NC(=O)Cc4ccccc4)cc3C(=O)N([C@@H](C)CO)C[C@H]2C)cc1	6.5	-1.4
15	O=C(CSc1nnc(-c2ccncc2)o1)c1cc2ccccc2oc1=O	7.8	0.5
16	CNC[C@@H]1OCCCC[C@@H](C)Oc2ccc(NS(C)(=O)=O)cc2C(=O)N([C@@H](C)CO)C[C@H]1C	17.7	x
17	[N-]=[N+]=NCC(=O)N1CCN(c2ccccc2)CC1	8.4&4.6	-0.1
18	N#C/C(=C/c1ccc(O)c(O)c1)C(=O)NCCCc1ccccc1	12.9	2.8
19	C[C@@H]1CN([C@H](C)CO)C(=O)Cc2cc(NC(=O)NC3CCCCC3)ccc2O[C@H]1CN(C)Cc1ccncc1	-5.2	12.2
20	CN1CCN(c2ccc(CNS(=O)(=O)c3cccc4nonc34)cc2)CC1	-1.8	-0.2
21	COc1ccc(S(=O)(=O)N(C)C[C@H]2Oc3ccc(NC(=O)CCCN(C)C)cc3C(=O)N([C@H](C)CO)C[C@@H]2C)cc1	x	-0.2
22	CN(C(=O)CN1C(=O)c2ccccc2S1(=O)=O)c1ccccc1C(=O)O	7.5	-0.2
23	COc1cccc(NC(=O)N(C)C[C@H]2OCc3ccccc3-c3c(n(C)c4ccccc34)C(=O)N([C@H](C)CO)C[C@@H]2C)c1	14.8	x
24	CC(C)CC#Cc1ccc2c(c1)O[C@H](CN(C)C(=O)Cc1ccccn1)[C@H](C)CN([C@@H](C)CO)S2(=O)=O	-21.7	7.9
25	O=C(C[C@@H]1C=C[C@H](NS(=O)(=O)c2ccc(F)cc2)[C@H](CO)O1)NCc1ccc(Cl)c(Cl)c1	-4.9	-0.3
26	O=C(N[C@H]1CC[C@@H](CCn2cc(-c3ccccc3)nn2)O[C@H]1CO)c1ccccc1F	-0.1	-0.7
27	O=C(NCC[C@H]1CC[C@H](NC(=O)C2CC2)[C@H](CO)O1)Nc1ccc(Cl)cc1	-10.2	0.0
28	O=C(C[C@@H]1C[C@H]2c3cc(NC(=O)Nc4ccc(C(F)(F)F)cc4)ccc3O[C@H]2[C@H](CO)O1)NCc1cc(F)ccc1F	-9.1	-0.9
29	CCn1c(SCC(=O)NC(C)(C)C)nnc1-c1cccc([N+](=O)[O-])c1	-9.7	0.1
30	C[C@@H]1CN([C@@H](C)CO)C(=O)c2cccc(NC(=O)c3ccc(-c4nccs4)cc3)c2O[C@@H]1CN(C)Cc1ccccc1	x	-0.8

# Gathered by group: those above with an aryl thioether with sulfur outside any ring.
no.	compound	EZH2 inh	IDH1 mut inh
15	O=C(CSc1nnc(-c2ccncc2)o1)c1cc2ccccc2oc1=O	7.8	0.5
29	CCn1c(SCC(=O)NC(C)(C)C)nnc1-c1cccc([N+](=O)[O-])c1	-9.7	0.1

# Additional structures follow:
no.	compound	EZH2 inh	IDH1 mut inh
31	O=C(C[C@@H]1CC[C@H](NC(=O)Cc2ccccn2)[C@H](CO)O1)NCCc1ccccc1	-6.1	-0.3
32	COc1ccccc1C(=O)n1nc(-c2ccccc2)nc1NCc1ccco1	x	0.4
33	Cc1ccc(S(=O)(=O)N[C@@H]2CC[C@H](CCNC(=O)c3ccccc3F)O[C@H]2CO)cc1	-8.9	-0.2
34	O=C(C[C@H]1C[C@H]2c3cc(NC(=O)Nc4ccc(C(F)(F)F)cc4)ccc3O[C@H]2[C@H](CO)O1)NC1CCCCC1	-9.4	1.7
35	COc1ccc(CN(C)C[C@@H]2OCCCC[C@H](C)Oc3ccc(NC(=O)Nc4ccc(C(F)(F)F)cc4)cc3C(=O)N([C@H](C)CO)C[C@@H]2C)cc1	x	-0.7
36	COCC(=O)N(C)C[C@@H]1Oc2cc(-c3ccc(OC)cc3)ccc2S(=O)(=O)N([C@H](C)CO)C[C@@H]1C	x	-0.1
37	C/C=C/c1ccc2c(c1)O[C@@H](CN(C)CCC)[C@@H](C)CN([C@@H](C)CO)S2(=O)=O	-14.6	-3.4
38	COc1ccc(NC(=O)CCC2COc3ccccc3O2)c(OC)c1 (stereo not drawn)	-9.1	-0.3
39	C[C@H]1CN([C@@H](C)CO)C(=O)c2cccc(NS(=O)(=O)c3cccs3)c2O[C@@H]1CN(C)CC1CC1	-9.4	x
40	C[C@H](CO)N1C[C@H](C)[C@H](CN(C)CC2CC2)Oc2c(NS(=O)(=O)c3cccs3)cccc2C1=O	-17.8	x
41	C[C@@H]1CN([C@@H](C)CO)C(=O)c2cc(-c3cccc(F)c3)cnc2O[C@@H]1CN(C)Cc1ccccc1	8.6	-0.7
42	C[C@H](CO)N1C[C@H](C)[C@H](CN(C)C(=O)Nc2ccc3c(c2)OCO3)Oc2ncc(C#CC(C)(C)O)cc2C1=O	x	0.3
43	CO[C@H]1CN(C)C(=O)c2cc(NC(=O)c3cnccn3)ccc2OC[C@@H](C)N(C(C)=O)C[C@@H]1C	1.3	0.4
44	CC(C)NC(=O)N(C)C[C@@H]1Oc2ccc(N(C)C)cc2CC(=O)N([C@H](C)CO)C[C@@H]1C	-0.7	-0.4
45	CC(=O)N[C@H]1C=C[C@H](CC(=O)NCC2CCCCC2)O[C@H]1CO	3.8	0.6
46	Cc1noc(C)c1NC(=O)N(C)C[C@H]1Oc2ccc(NC(=O)NC(C)C)cc2CC(=O)N([C@H](C)CO)C[C@@H]1C	x	-0.1
47	C[C@H](CO)N1C[C@H](C)[C@@H](CN(C)S(=O)(=O)c2ccccc2)Oc2ccc(NC(=O)CCN3CCOCC3)cc2CC1=O	x	-2.1
48	C[C@@H]1CN([C@@H](C)CO)C(=O)c2cc(C#Cc3cccnc3)cnc2O[C@H]1CN(C)C(=O)CN(C)C	-5.0	3.2
49	Cc1noc(C)c1C(=O)N(C)C[C@@H]1OCc2ccccc2-c2ccccc2C(=O)N([C@H](C)CO)C[C@@H]1C	17.1	-2.4
50	Cc1noc(C)c1NC(=O)NCC[C@@H]1CC[C@@H](NC(=O)c2ccc(F)cc2)[C@H](CO)O1	-9.6	0.0
51	COc1cccc(-c2cnc3c(c2)C(=O)N([C@H](C)CO)C[C@H](C)[C@H](CN(C)S(=O)(=O)c2cccc(F)c2)O3)c1	15.6	0.0
52	C[C@H]1CN([C@@H](C)CO)C(=O)c2cc(NC(=O)CCN3CCOCC3)ccc2O[C@@H]1CN(C)S(=O)(=O)c1ccc(Cl)cc1	-9.4	x
53	C[C@@H]1CN([C@H](C)CO)C(=O)c2cc(-c3cccnc3)cnc2O[C@@H]1CN(C)C(=O)Nc1ccc(F)cc1	0.1	-2.3
54	O=C(CN1CCOCC1)NCC[C@@H]1CC[C@@H](NC(=O)Nc2ccccc2)[C@H](CO)O1	3.6	0.2
55	COc1ccc(-c2cn(CC(=O)N3CCN(C)CC3)nn2)cc1OC	3.8	x
56	C[C@@H]1CN([C@@H](C)CO)C(=O)c2cc(C#CCN(C)C)cnc2O[C@H]1CN(C)Cc1ccc(F)cc1	-8.7	-0.6
57	Cc1noc(C)c1NC(=O)N(C)C[C@H]1Oc2c(NC(=O)C3CCOCC3)cccc2C(=O)N([C@H](C)CO)C[C@H]1C	x	1.6
58	C[C@H](CO)N1C[C@H](C)[C@@H](CN(C)C(=O)Nc2ccccc2C(F)(F)F)OCc2cnnn2CCCC1=O	0.7	x
59	CO[C@H]1CN(C)C(=O)c2cc(NC(C)=O)ccc2OC[C@H](C)N(C(=O)c2ccncc2)C[C@@H]1C	-5.6	0.3
60	Cc1noc(C)c1S(=O)(=O)Nc1ccc2c(c1)C(=O)N([C@H](C)CO)C[C@H](C)[C@H](CN(C)Cc1ccc(Cl)c(Cl)c1)O2	x	1.9

# The list continues:
nr	compound	EZH2 inh	IDH1 mut inh
61	COc1cc(Br)cc(/C=N/NC(=O)c2cccc(C(=O)NO)c2)c1O	-16.6	0.4
62	C[C@@H]1CCCCO[C@@H](CN(C)Cc2ccc3c(c2)OCO3)[C@H](C)CN([C@H](C)CO)C(=O)c2cc(NS(=O)(=O)c3cn(C)cn3)ccc2O1	x	3.0
63	COc1ccc(CN(C)C[C@H]2OCCCC[C@@H](C)Oc3ccc(NC(=O)Nc4ccc5c(c4)OCO5)cc3C(=O)N([C@@H](C)CO)C[C@@H]2C)cc1	x	2.0
64	C[C@@H]1CCCCO[C@H](CN(C)S(=O)(=O)c2ccccc2)[C@@H](C)CN([C@H](C)CO)C(=O)c2cc(NC(=O)Nc3ccc(C(F)(F)F)cc3)ccc2O1	x	-0.8
65	C[C@@H]1CCCCO[C@@H](CN(C)S(C)(=O)=O)[C@@H](C)CN([C@@H](C)CO)C(=O)c2cc(NS(=O)(=O)c3ccccc3)ccc2O1	x	5.4
66	C[C@@H]1CN([C@@H](C)CO)C(=O)Cc2cc(NC(=O)CCC(F)(F)F)ccc2O[C@H]1CN(C)Cc1ccc(C(F)(F)F)cc1	x	0.2
67	C[C@@H]1CN([C@@H](C)CO)C(=O)c2cc(NS(C)(=O)=O)ccc2O[C@@H](C)CCCCO[C@H]1CN(C)S(=O)(=O)c1ccc(F)cc1	x	0.6
68	C[C@@H]1CCCCO[C@H](CN(C)C(=O)Nc2ccc3c(c2)OCO3)[C@@H](C)CN([C@H](C)CO)C(=O)c2cc(NS(=O)(=O)c3cccs3)ccc2O1	x	1.7
69	C[C@@H]1CN([C@H](C)CO)C(=O)c2cc(C3=CCCCC3)cnc2O[C@H]1CN(C)S(=O)(=O)c1cn(C)cn1	10.5	-8.7
70	C=C(C)[C@@H]1CC[C@]2(C(=O)O)CC[C@]3(C)[C@H](CCC4[C@]5(C)C(CC[C@]43C)[C@@](C)(CO)[C@@H](O)[C@@H]5C(=O)O)C12 (stereo partly drawn)	x	0.1
71	C[C@H](CO)N1C[C@H](C)[C@H](CN(C)S(=O)(=O)c2ccc(F)cc2)Oc2c(NS(=O)(=O)c3ccccc3)cccc2C1=O	x	-3.0
72	O=C(Nc1ccc2c(c1)OCO2)N[C@@H]1CC[C@H](CCNC(=O)C2CCC2)O[C@@H]1CO	-9.7	0.2
73	CO[C@H](CN(C)S(=O)(=O)c1cccc(Cl)c1)[C@@H](C)CN([C@@H](C)CO)S(=O)(=O)c1cccc(Cl)c1	0.7	-0.6
74	C[C@H]1CN([C@@H](C)CO)C(=O)Cc2cc(NC(=O)C3CC3)ccc2O[C@H]1CN(C)Cc1ccc(C(=O)Nc2ccccc2N)cc1	-9.9	0.1
75	CC1(C)CC[C@]2(C(=O)O)CC[C@]3(C)C(=CCC4[C@@]5(C)CC[C@H](O[C@@H]6O[C@H](C(=O)O)[C@@H](O[C@@H]7O[C@H](CO)[C@@H](O)[C@H](O)[C@H]7O)[C@H](O)[C@H]6O[C@@H]6O[C@H](CO)[C@@H](O)[C@H](O)[C@H]6O)C(C)(C)C5CC[C@]43C)C2C1 (stereo partly drawn)	x	-0.3

# Values in list order from the entries so far:
# Compounds 66–74 in IDH1 mut inh, in turn: 0.2, 0.6, 1.7, -8.7, 0.1, -3.0, 0.2, -0.6, 0.1

# Among those listed so far, these have a COOH group:
nr	compound	EZH2 inh	IDH1 mut inh
6	Cc1ccc(S(=O)(=O)Nc2ccc3c(c2)C(=O)N([C@H](C)CO)C[C@H](C)[C@@H](CN(C)Cc2ccc(C(=O)O)cc2)O3)cc1	x	1.2
22	CN(C(=O)CN1C(=O)c2ccccc2S1(=O)=O)c1ccccc1C(=O)O	7.5	-0.2
70	C=C(C)[C@@H]1CC[C@]2(C(=O)O)CC[C@]3(C)[C@H](CCC4[C@]5(C)C(CC[C@]43C)[C@@](C)(CO)[C@@H](O)[C@@H]5C(=O)O)C12 (stereo partly drawn)	x	0.1
75	CC1(C)CC[C@]2(C(=O)O)CC[C@]3(C)C(=CCC4[C@@]5(C)CC[C@H](O[C@@H]6O[C@H](C(=O)O)[C@@H](O[C@@H]7O[C@H](CO)[C@@H](O)[C@H](O)[C@H]7O)[C@H](O)[C@H]6O[C@@H]6O[C@H](CO)[C@@H](O)[C@H](O)[C@H]6O)C(C)(C)C5CC[C@]43C)C2C1 (stereo partly drawn)	x	-0.3

# Source: PubChem (Broad Institute)
